Screening results: PubChem BioAssay, several laboratories
Rac1 act GTP bind: modulators of GTP binding to human Rac1 activated mutant; P63000; GST-Rac1 activated beads, fluorescent GTP binding, flow cytometry; actives lie on both sides; 100% means binding = to untreated wells; percent activity (GTP binding), % at 10 µM; hit rate 0.11% among 190,000; AID 764;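 active means GTP binding at least 20 percentage points away from the 100% baseline, in either direction, so actives lie on both sides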
Rab7 wt modul: dog Rab7 wildtype GTP binding, inhibitors and activators; GST-Rab7 beads, fluorescent GTP binding, flow cytometry; actives lie on both sides; untreated = 100%, excess cold GTP = 0%; hit rate 0.055% among 190,000; GTP binding activity (percent of control), % at 10 µM; AID 758;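 active means fluorescent GTP binding to Rab7 beads changed by at least 20 points from the 100% baseline, either direction, mostly lower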;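 further: median green fluorescence of bound Bodipy-FL-GTP per Rab7 bead population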
Mcl1-Noxa inh: Mcl-1/Noxa interaction inhibition; hit rate 1.5% among 220,000; TR-FRET Mcl-1/Noxa peptide binding, 2 h; Q07820; inhibition, % at 21.7 µM;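 active means compounds that cut the protein-peptide binding signal by more than 50% relative to plate controls in a single-dose test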;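 further: His-tagged Mcl-1 with rhodamine Noxa BH3 peptide and terbium anti-His antibody; 0% = Mcl-1 plus Noxa peptide wells and 100% = peptide-only wells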
Target sequence (Q07820 whole entry, looked up): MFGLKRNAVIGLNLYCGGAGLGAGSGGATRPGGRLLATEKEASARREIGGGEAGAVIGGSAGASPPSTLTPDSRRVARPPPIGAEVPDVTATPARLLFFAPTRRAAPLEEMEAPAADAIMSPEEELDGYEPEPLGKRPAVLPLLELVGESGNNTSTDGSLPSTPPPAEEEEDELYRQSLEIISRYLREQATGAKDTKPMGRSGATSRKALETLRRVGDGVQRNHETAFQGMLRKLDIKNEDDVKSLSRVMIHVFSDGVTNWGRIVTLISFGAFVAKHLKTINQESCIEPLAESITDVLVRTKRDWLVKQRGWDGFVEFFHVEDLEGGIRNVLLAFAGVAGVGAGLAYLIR
Cdc42 wt GTP: changes GTP binding to wildtype human Cdc42; P60953; GST-Cdc42 beads, Bodipy-GTP binding, flow cytometry; actives lie on both sides; percent activity (GTP binding), % at 10 µM; hit rate 0.2% among 190,000;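 active means percent activity GTP binding at least 20 points away from the 100% baseline, either down as inhibitor or up as activator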;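 further: median bead fluorescence of bound Bodipy-FL-GTP at 100 nM; 0% = excess unlabeled GTP control and 100% = no compound control; below 100% means less GTP binding so inhibitor and above means activator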
Target sequence (P60953 whole entry, looked up): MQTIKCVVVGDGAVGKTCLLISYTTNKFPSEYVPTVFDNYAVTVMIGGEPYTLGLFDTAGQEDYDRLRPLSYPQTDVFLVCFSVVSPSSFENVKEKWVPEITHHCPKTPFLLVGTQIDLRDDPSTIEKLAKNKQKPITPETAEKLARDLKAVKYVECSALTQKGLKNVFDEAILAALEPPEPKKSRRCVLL
HRas wt GTP: modulators of GTP binding to human HRas wildtype; P01112; GST-Ras wt beads, Bodipy-FL-GTP binding, flow cytometry; actives lie on both sides; GTP binding activity, % at 10 µM; hit rate 0.14% among 190,000; AID 759;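 active means GTP binding activity at least 20% away from the 100% baseline, either lowered as inhibitor or raised as activator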;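 further: 0% = unlabeled GTP competition control and 100% = no-compound control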
Target sequence (P01112 whole entry, looked up): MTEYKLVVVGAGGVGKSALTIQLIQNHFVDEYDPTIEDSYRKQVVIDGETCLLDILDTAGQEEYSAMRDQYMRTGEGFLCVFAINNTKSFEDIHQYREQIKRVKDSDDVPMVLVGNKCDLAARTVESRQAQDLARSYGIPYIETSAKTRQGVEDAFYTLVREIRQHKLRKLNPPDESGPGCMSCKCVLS
Avidin bead fluor: avidin bead compound fluorescence profile; Avidin beads, compound fluorescence 488/530 nm, flow cytometry; stronger effect = higher value; fluorescence (KMESF) at 10 µM; hit rate 0.38% among 220,000; AID 1775; in the data active means fluorescence above about 47; further: inactives centre near 10
Rac1 wt modul: alters GTP binding to wildtype human Rac1; P63000; GST-Rac1 beads, fluorescent GTP binding, flow cytometry; actives lie on both sides; 0 = cold GTP competed, 100 = untreated; GTP binding activity (% of control), % at 10 µM; hit rate 0.27% among 190,000;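 active means GTP binding activity at least 20 points away from the 100% control level, either lower or higher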
Mcl-1 Bim block: human Bim-Mcl-1 interaction inhibition. Bead-based flow cytometry, Bim peptide-Mcl-1 binding. inhibition, % at 10 µM. hit rate 0.1% among 190,000. AID 1009; in the data active means inhibition above about 40%;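 further: 0% = no compound tracer wells and 100% = peptide blocker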
Rab2A wt mod: changes GTP binding to wildtype dog Rab2A, up or down | GST-Rab2 wt beads, Bodipy-GTP binding, flow cytometry | GTP binding activity, % at 10 µM | hit rate 0.19% among 190,000 | AID 760;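 active means GTP binding activity at least 20 points away from 100%, either lowered or raised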;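 further: 0% = beads with excess unlabeled GTP and 100% = no-compound control corrected for plate trend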
Mcl1 Bid PPI: Mcl-1/Bid interaction inhibition; hit rate 0.97% among 220,000; TR-FRET Mcl-1/Bid-Dy647 peptide binding, 1536-well; AID 1021; inhibition, % at 21.7 µM;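 active means compounds that cut the binding signal by more than half at the single screening dose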;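 further: His-tagged Mcl-1 with europium anti-His antibody binding Bid BH3 peptide; 0% = Mcl-1 plus peptide wells and 100% = peptide-only wells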
Pf gametocyte: inhibitors of late stage P. falciparum gametocyte viability; P. falciparum stage V gametocytes, ATP luminescence, 24 h; hit rate 0.065% among 150,000; inhibition, % at 10.9 µM;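 active means inhibition above the mean plus 3 SD of compounds within the control limits, set per campaign, cut at about 38% in these data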;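 further: 0% = DMSO wells and 100% = medium only without gametocytes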
Active calls of the source: *; . = not tested or not shown.

canonical_smiles	Rac1 act GTP bind	Rab7 wt modul	Mcl1-Noxa inh	Cdc42 wt GTP	HRas wt GTP	Avidin bead fluor	Rac1 wt modul	Mcl-1 Bim block	Rab2A wt mod	Mcl1 Bid PPI	Pf gametocyte
CC(C)NS(=O)(=O)c1ccc(NC(=O)C(C)Oc2ccc(C(=O)c3ccccc3)cc2)cc1 (configuration not stated)	99	94	3	95	95	7	100	12	97	0	8
COc1ccc(-c2cc(-c3ccccc3)nc(N3CCCC3)n2)cc1OC	92	97	-11	94	96	12	93	-2	91	9	.
COc1ccc(COc2cc(-c3cccc(OC)c3)nc3ccc(NC(=O)c4ccc(C)cc4)cc23)cc1	98	99	-6	102	100	10	102	-5	98	-2	-7
O=C1NC2(CCCCC2)C(=O)N1Cc1cc(=O)n2ccsc2n1	95	90	24	91	93	18	97	4	92	-6	6
COc1cc(NC(=O)N[C@@H](Cc2ccccc2)C(=O)O)cc(OC)c1	96	100	19	98	98	5	105	-4	99	-5	12
Cc1cc(=O)n2nc(N3CCCC(C(=O)N4CCc5ccccc54)C3)sc2n1 (configuration not stated)	92	98	7	96	97	5	96	-4	95	-23	.
CC(=O)N1CCN(CC(=O)Nc2c(Cl)ccc(C)c2Cl)CC1	94	94	-2	98	95	10	96	0	98	-4	0
O=C(Nc1ccc(N2CCCC2)c(Cl)c1)c1ccc2c(c1)OCCO2	98	98	50	101	100	8	104	-8	100	-20	.

canonical_smiles	Rac1 act GTP bind	Rab7 wt modul	Mcl1-Noxa inh	Cdc42 wt GTP	HRas wt GTP	Avidin bead fluor	Rac1 wt modul	Mcl-1 Bim block	Rab2A wt mod	Mcl1 Bid PPI	Pf gametocyte
CCOCCCn1cnc2c([nH]c3cc(OC)ccc32)c1=O	101	103	9	104	103	17	103	2	104	-5	9
COc1ccccc1NS(=O)(=O)c1cccc(NC(=O)Cc2cccs2)c1	102	96	15	104	101	16	103	-4	96	-19	-2
Cc1cccc(NC(=O)c2cc3n(n2)C(C(F)(F)F)CC(c2ccc4c(c2)OCO4)N3)c1 (configuration not stated)	100	102	6	98	100	11	98	-2	101	-41	.
O=C(CNCc1cccs1)Nc1ccc(N2CCCCCC2)cc1	96	93	33	98	94	10	95	0	96	6	-19
CCC(=O)c1ccc(N2CCCC2)c(F)c1	98	93	1	101	101	7	101	0	99	-25	-23
CCCCc1ccc(NC(=S)NCc2cccnc2)cc1	98	100	23	99	98	4	101	-3	96	3	9
COc1cccc(NC(=O)NCCCSC2CCCCC2)c1	90	92	6	94	94	39	92	-4	90	-24	15
Nc1nnc(N2CCCCCC2)s1	97	94	13	97	99	21	98	-1	98	-99	.

canonical_smiles	Rac1 act GTP bind	Rab7 wt modul	Mcl1-Noxa inh	Cdc42 wt GTP	HRas wt GTP	Avidin bead fluor	Rac1 wt modul	Mcl-1 Bim block	Rab2A wt mod	Mcl1 Bid PPI	Pf gametocyte
Cc1cc(C)c(NC(=O)c2cc(=O)c3ccccc3o2)c(C)c1	98	102	4	100	98	5	105	-6	101	-4	16
COCCn1c(C)cc(C(=O)CSc2nc3ccccc3c(=O)[nH]2)c1C	96	97	61*	98	98	35	96	-2	98	-46	20
COc1ccccc1C(c1nnnn1Cc1ccco1)N1CCN(c2cccc(C)c2C)CC1 (configuration not stated)	99	98	1	103	102	7	104	-7	102	-5	.
Cc1onc(-c2c(Cl)cccc2Cl)c1C(=O)NCc1ccccn1	94	92	.	95	93	11	88	-5	93	13	10
Cc1cccc(C)c1NC(=O)CSc1nnc(-c2ccco2)c(-c2ccco2)n1	94	96	102*	95	96	.	96	2	94	46	.
CCOc1cc(-c2c(C#N)c(=O)[nH]c3c2c(C)nn3-c2ccc(F)cc2)ccc1O	96	98	7	98	98	14	100	0	99	-13	.
CCCCOC(=O)Nc1ccc2c(C)cc(=O)oc2c1	100	97	6	99	101	4	100	-2	102	16	14
CCS(=O)(=O)N1CCCC(C(=O)NCCCOC)C1 (configuration not stated)	100	99	-6	105	104	7	102	-1	105	-14	.

Structures above printed as active in Mcl1-Noxa inh.
mol | Rac1 act GTP bind | Rab7 wt modul | Mcl1-Noxa inh | Cdc42 wt GTP | HRas wt GTP | Avidin bead fluor | Rac1 wt modul | Mcl-1 Bim block | Rab2A wt mod | Mcl1 Bid PPI
COCCn1c(C)cc(C(=O)CSc2nc3ccccc3c(=O)[nH]2)c1C | 96 | 97 | 61* | 98 | 98 | 35 | 96 | -2 | 98 | -46
Cc1cccc(C)c1NC(=O)CSc1nnc(-c2ccco2)c(-c2ccco2)n1 | 94 | 96 | 102* | 95 | 96 | . | 96 | 2 | 94 | 46

Later entries
mol,Rac1 act GTP bind,Rab7 wt modul,Mcl1-Noxa inh,Cdc42 wt GTP,HRas wt GTP,Avidin bead fluor,Rac1 wt modul,Mcl-1 Bim block,Rab2A wt mod,Mcl1 Bid PPI,Pf gametocyte
COCc1nnc(NC(=O)c2cccc(NC(=O)C(C)C)c2)s1,98,94,4,97,94,6,101,1,95,9,.
COc1ccc(S(=O)(=O)N(CC(=O)Nc2ccc3c(c2)OCO3)c2ccccc2OC)cc1,99,101,0,101,101,4,101,2,100,-30,.
CN(c1ccccc1)S(=O)(=O)c1ccc(Cl)c(C(=O)Nc2nn[nH]n2)c1,94,90,7,92,98,17,96,0,95,-19,-7
CC1=C(C(=O)OCC2CCCO2)C(c2ccc(C)cc2)C2=C(CC(C)(C)CC2=O)N1 (configuration not stated),95,94,11,94,93,11,96,0,92,-12,0
CC(C)C(NC(=O)c1ccc(C(C)(C)C)cc1)C(=O)OCC(=O)NC(=O)Cc1ccccc1 (configuration not stated),102,95,15,99,98,8,102,-8,99,8,-14
Cc1nn(Cc2ccccc2)c2sc(C(=O)NCc3cccnc3)cc12,101,99,12,102,101,36,101,-1,101,-3,21
CCOC(=O)C1(CC2CCCCO2)CCN(Cc2cn[nH]c2-c2cccc(F)c2)CC1 (configuration not stated),97,96,-3,98,96,6,102,-4,97,6,15
O=C1CC(NNC(=O)c2ccccc2)C(=O)N1 (configuration not stated),98,96,15,101,98,35,98,-3,97,-7,-26

mol,Rac1 act GTP bind,Rab7 wt modul,Mcl1-Noxa inh,Cdc42 wt GTP,HRas wt GTP,Avidin bead fluor,Rac1 wt modul,Mcl-1 Bim block,Rab2A wt mod,Mcl1 Bid PPI,Pf gametocyte
FC(F)(F)c1cccc(Cn2nnnc2-c2cc(Cl)cc(Cl)c2)c1,101,97,6,104,103,9,101,-3,102,-3,.
COC(=O)c1ccc(NC(CC(C)C)C(=O)OC)c([N+](=O)[O-])c1 (configuration not stated),99,98,7,99,100,14,101,-4,100,-15,-13
O=C(Nc1nncs1)c1cccc(S(=O)(=O)N2CCCCC2)c1,97,102,-1,98,101,9,100,.,100,0,-17
CC(C)=CCc1c(O)ccc2c1OC(c1ccc(O)c(O)c1)CC2=O (configuration not stated),93,101,33,94,98,6,96,-1,97,-6,.
CCCOP(=O)(c1ccc(N(C)C)cc1)C(O)c1ccncc1 (configuration not stated),96,98,12,98,101,11,97,-5,101,-70,-21
Cc1ccc(Nc2nnc(-c3ccc(N4CCOCC4)c([N+](=O)[O-])c3)c3ccccc23)cc1,97,101,3,97,100,18,103,1,98,1,-11
CCOC(=O)CSc1nnc(NCC(=O)OC(C)C)c(=O)[nH]1,91,90,36,91,92,6,95,-5,90,-34,7
COC(=O)C1=NN(C(=O)c2cccc(Cl)c2)C(O)(C(C)(C)C)C1 (configuration not stated),100,100,-18,98,100,5,102,0,95,-84,5

mol,Rac1 act GTP bind,Rab7 wt modul,Mcl1-Noxa inh,Cdc42 wt GTP,HRas wt GTP,Avidin bead fluor,Rac1 wt modul,Mcl-1 Bim block,Rab2A wt mod,Mcl1 Bid PPI,Pf gametocyte
Cc1nc2sc(C(N)=O)c(N)c2c(C)c1CC(=O)c1ccccc1,93,101,11,93,95,6,93,-1,99,-26,19
Cn1c(CN2CCOCC2)nc2cc(NC(=O)c3ccccc3Cl)ccc21,102,100,5,106,101,21,104,0,102,-6,.
CCOC(=O)CCC(NC(=O)CCC(=O)NC(CCC(=O)OCC)C(=O)OCC)C(=O)OCC (configuration not stated),100,101,2,103,101,4,105,-1,98,-3,2
Cc1ccc(NC(=O)c2cc([N+](=O)[O-])ccc2N2CCCC2)cc1,93,94,23,92,90,10,97,0,94,-6,.
O=C(/C(=C/c1ccccc1)n1cncn1)c1ccc(Cl)cc1Cl,95,91,16,89,95,11,93,-8,95,-5,.
CCN1C(=O)/C(=C/c2ccc(N3CCCC3)cc2)NC1=S,104,108,-20,104,105,27,105,0,105,-55,13

Filtered by structure: the entries above containing two or more sulfur atoms.
mol,Rac1 act GTP bind,Rab7 wt modul,Mcl1-Noxa inh,Cdc42 wt GTP,HRas wt GTP,Avidin bead fluor,Rac1 wt modul,Mcl-1 Bim block,Rab2A wt mod,Mcl1 Bid PPI,Pf gametocyte
COc1ccccc1NS(=O)(=O)c1cccc(NC(=O)Cc2cccs2)c1,102,96,15,104,101,16,103,-4,96,-19,-2
O=C(Nc1nncs1)c1cccc(S(=O)(=O)N2CCCCC2)c1,97,102,-1,98,101,9,100,.,100,0,-17
